Screens from PubChem BioAssay.
NPSR antag: qHTS Assay for Antagonists of the Neuropeptide S Receptor: cAMP Signal Transduction; hit rate 1% among 220,000; Potency, µM (highest dose often 38.3 µM), for inactives: at the top dose activity change, negative = inhibition, actives largely listed as inhibitors; CHO-NPSR cells, cAMP TR-FRET, antagonist mode; Q6W5P4; also: % is scaled to controls: 0 for no effect and ±100 for the full control effect; nearly all actives have a fitted effect of over 50% in size; many of its hits are not listed in these tables
Target sequence (Q6W5P4 whole entry, looked up): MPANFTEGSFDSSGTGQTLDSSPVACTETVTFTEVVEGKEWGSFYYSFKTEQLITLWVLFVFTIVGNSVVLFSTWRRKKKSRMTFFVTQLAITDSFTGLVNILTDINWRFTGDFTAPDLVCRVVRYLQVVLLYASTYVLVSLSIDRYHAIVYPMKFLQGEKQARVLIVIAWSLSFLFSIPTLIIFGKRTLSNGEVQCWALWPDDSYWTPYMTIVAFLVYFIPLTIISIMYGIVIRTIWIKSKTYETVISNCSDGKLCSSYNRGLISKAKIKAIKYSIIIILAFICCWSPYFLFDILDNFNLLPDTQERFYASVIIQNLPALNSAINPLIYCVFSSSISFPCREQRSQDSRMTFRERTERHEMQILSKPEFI
RECQ1 inh: qHTS Assay for Inhibitors of RecQ-Like Dna Helicase 1 (RECQ1); hit rate 0.54% among 240,000; RECQ1 DNA unwinding, red fluorescence kinetic read; Potency, µM (series often up to 57.3 µM), without a hit: at the highest dose activity, negative = inhibition, actives largely listed as inhibitors; ATP-dependent DNA helicase Q1 (Homo sapiens), P46063;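 also: plate controls were vehicle for no effect and no enzyme for full effect; nearly all actives have a fitted effect of over 30% in size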
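50 nM RECQ1T1 preincubated 15 min with compound in Tris pH 8.0 buffer with MgCl2, DTT, Tween-20 and 2.5 ug/ml poly(dI-dC); started with 200 nM TAMRA/BHQ-2 forked duplex and 2 mM ATP. Unwinding read as fluorescence (525/598 nm), two reads 2 h apart.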
Epigenetic reg: Quantitative High-Throughput Screen for Regulators of Epigenetic Control. murine LDR cells, GFP reporter derepression, 30 h. hit rate 0.2% among 280,000. Potency, µM (series often up to 53.9 µM), inactives show top-dose GFP activation, actives largely listed as activators; also: % of control where 0% means no effect; nearly all actives have a fitted effect of over 60% in size
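Readout is the number of GFP-expressing murine LDR cells, counted by cytometry following washing. Cells were treated with compound for 30 h at 37 C; the stably integrated CMV-GFP locus is normally silent.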
KinaseGlo FLuc: Counterscreen for Luciferase (Kinase-Glo TM) Inhibition | Kinase-Glo luciferase, ATP luminescence, 8 min | Potency, µM (series often up to 38.3 µM), for the others: top-dose activity change, negative = inhibition, usual class: inhibitors | hit rate 0.28% among 200,000; also: % is scaled to controls: 0 for no effect and ±100 for the full control effect; nearly all actives have a fitted effect of over 60% in size
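Kinase-Glo luciferase light output from ATP and luciferin was measured with 10 uM ATP, within the enzyme's linear range. Buffer: 50 mM imidazole pH 7.2, 50 mM KCl, 7 mM MgCl2, 0.01% Tween 20, 0.05% BSA; luminescence read after 8 min at ambient temperature.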
IMPase Li cell: qHTS Assay for Identifying the Cell-Membrane Permeable IMPase Inhibitors: Potentiation with Lithium; Potency, µM (series often up to 59.4 µM), for the others: at the top dose activity, negative = IMPase inhibition, usual class: inhibitors; CHO-M1 cells, IP1 TR-FRET (IP-One), carbachol + lithium; hit rate 0.35% among 210,000;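 also: IP1 builds up when IMPase is blocked and the TR-FRET signal falls; plate controls were basal vehicle for no effect and high inhibitor control for full effect; nearly all actives have a fitted effect of over 50% in size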
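IP1 accumulation measured by competitive TR-FRET in lysed CHO-M1 cells after 30 min compound exposure at 37C, with a small lithium addition to potentiate weak responses. Hill-equation AC50 from ratio and donor-channel data.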
RGS12 GoLoco inh: qHTS Assay for Inhibitors of RGS12 GoLoco Motif Activity (Red Fluorophore); Potency, µM (highest dose often 61.6 µM), without a hit: at the highest dose activity, negative = inhibition, usual class: inhibitors; hit rate 0.44% among 230,000; AID 880, 2007; Guanine nucleotide-binding protein G(i) subunit alpha-1 (Homo sapiens), P63096; Gai1:RGS12 GoLoco peptide FP, rhodamine, 10 min; active = well fitted inhibition curve with a large enough effect, not every such curve was filed as active; inactive = no such curve, though single readings can be large or run the other way; also: % is scaled to controls: 0 for no effect and ±100 for the full control effect; nearly all actives have a fitted effect of over 30% in size; many of its hits are not listed in these tables
Target sequence (P63096 whole entry, looked up): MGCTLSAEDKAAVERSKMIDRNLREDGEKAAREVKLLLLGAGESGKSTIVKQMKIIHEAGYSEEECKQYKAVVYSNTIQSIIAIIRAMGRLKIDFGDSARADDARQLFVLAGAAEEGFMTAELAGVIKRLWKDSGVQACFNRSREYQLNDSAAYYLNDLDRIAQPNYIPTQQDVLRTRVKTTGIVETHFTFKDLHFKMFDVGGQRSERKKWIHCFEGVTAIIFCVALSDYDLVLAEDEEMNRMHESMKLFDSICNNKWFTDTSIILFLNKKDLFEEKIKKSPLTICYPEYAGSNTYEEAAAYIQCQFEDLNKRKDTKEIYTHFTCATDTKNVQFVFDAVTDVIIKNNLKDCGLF
JMJD2E inh: qHTS Assay for Inhibitors of Human Jumonji Domain Containing 2E (JMJD2E); Lysine-specific demethylase 4E (Homo sapiens), B2RXH2; JMJD2E catalytic domain, FDH-coupled NADH fluorescence (FDH is formaldehyde dehydrogenase); Potency, µM (highest dose often 57.1 µM), inactives show at the highest dose activity change, negative = inhibition, usual class: inhibitors; hit rate 1.6% among 230,000; AID 2147, 2009; active = well fitted inhibition curve with a large enough effect, not every such curve was filed as active; inconclusive = small, poorly fitted or top-dose-only effect, or another doubt; inactive = no such curve, though single readings can be large or run the other way;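 also: 0% = wells with enzyme and -100% = buffer wells without enzyme; nearly all actives have a fitted effect of over 50% in size; many of its hits are not listed in these tables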
Target sequence (B2RXH2 1-337 limits assumed): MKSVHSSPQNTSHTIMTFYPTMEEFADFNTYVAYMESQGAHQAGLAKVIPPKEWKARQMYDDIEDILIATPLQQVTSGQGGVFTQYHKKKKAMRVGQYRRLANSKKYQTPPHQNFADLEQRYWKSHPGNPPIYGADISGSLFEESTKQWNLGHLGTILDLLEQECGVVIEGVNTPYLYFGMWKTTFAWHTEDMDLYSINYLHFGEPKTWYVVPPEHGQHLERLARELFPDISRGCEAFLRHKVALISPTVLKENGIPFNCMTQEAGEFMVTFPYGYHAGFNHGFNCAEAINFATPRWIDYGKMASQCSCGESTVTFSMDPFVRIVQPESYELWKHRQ
SMN2 splice up: qHTS Assay for Enhancers of SMN2 Splice Variant Expression; HEK293 SMN2-luciferase splicing reporter, luminescence, 30-36 h; Potency, µM (series often up to 46.1 µM), for the others: at the top dose activity change, positive = activation, actives largely listed as activators; hit rate 2.8% among 210,000; also: % of control where 0% means no effect; nearly all actives have a fitted effect of over 55% in size
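HEK293 cells carry an SMN2 […]–luciferase reporter in which exon 7 inclusion puts luciferase in frame. Cells were plated 10-12 h before compound addition, then incubated 30-36 h at 37C. ONE-Glo luminescence was read; sodium butyrate at 4.5 mM final served as control.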
Active calls of the source: *; i = inactive; ? = inconclusive; · = no result given; [ ] = another dose, or the depositor's remark. Unless noted, calls follow the shape of the dose curve; as a rule, active = well fitted curve in the direction sought with a large enough effect; inconclusive = small, poorly fitted or top-dose-only effect, or another doubt; inactive = no such curve, though single readings can be large; an effect the other way counts as inactive or inconclusive. Potency is read from the fitted curve at half-maximal effect. Some of the compounds tested (hit frequency here may not be typical).

canonical_smiles,NPSR antag,RECQ1 inh,Epigenetic reg,KinaseGlo FLuc,IMPase Li cell,RGS12 GoLoco inh,JMJD2E inh,SMN2 splice up
CCOc1cc(C#N)c(NC(=O)c2cccnc2Cl)cc1OCC,3%[46.1 µM],-9%,-0.9%,2%,12%[38.3 µM],-9%,4%,-13%
Cc1ccc(-c2nn3c(C)nnc3s2)cc1NC(=O)CSc1ccc(Cl)cc1,-4%[46.1 µM],2%,-1.0%,0%,19%,15%,4%,-26%
COc1ccc(/C(C)=N/NS(=O)(=O)c2ccccc2)c(OC)c1,-4%,i,-2.2%,-2%,-16%,6%,4%,-3%
CCCCNC(=O)C1CCCN(S(=O)(=O)c2ccc(S(=O)(=O)NCC(C)C)cc2)C1 (stereo not given),-17%[46.1 µM],-11%,8.0%,-1%,7%[38.3 µM],7%,-2%,-8%
O=C(Cn1ncc2c(=O)oc3ccccc3c21)NC1CC1,7%[46.1 µM],13%,-1.1%,-5%,-13%[38.3 µM],6%,4%,12%
NC(=O)c1cccnc1Nc1ccccc1F,9%,9%,0.0%,0%,3%,2%,0%,21%
CCOC(=O)Cc1csc(NC(=O)CSc2nc(C)cc(=O)[nH]2)n1,9%[46.1 µM],12%,-1.0%,0%,27%[38.3 µM],-7%,-3%,-3%
CCCc1nn(C)c2c(=O)[nH]c(-c3ccccc3OCC)nc12,13%,9%,0.0%,-5%,1%,-8%,-1%,12%
Oc1c(Br)cc(Br)cc1CNc1ccc(F)cc1,-3%,-14%,12%,-1%,-3%,-4%,-22%,18%
CCOc1ccccc1NC(=O)Cc1ccccc1OC,-22%[46.1 µM],i,-2.1%,3%,-1%[38.3 µM],-3%,1%,19%
CCN(CC(=O)Nc1cccc(S(N)(=O)=O)c1)Cc1nc2ccccc2c(=O)[nH]1,9%,4%,0.2%,·,·,0%,1%,·
COc1cc(NC(=S)Nc2cccc(C)n2)cc(OC)c1OC,-11%,i,-4.2%,-1%,2%,7%,7%,6%
CC(C)OC(=O)c1ccc(COC(=O)c2cccc(-c3nnc(-c4ccccc4)o3)c2)cc1,-23%,-8%,-1.0%,-3%,-2%,-11%,6%,5µM*
O=C(N/N=C/c1ccc([N+](=O)[O-])s1)c1ccccc1Br,2%[46.1 µM],i,3.8%,-1%,-10%[38.3 µM],6%,0%,-26%
COCCn1c(SCC(=O)c2ccccc2)nc2c(c1=O)SCC2,-12%,i,-3.1%,-3%,4%,6%,-8%,-19%
CN(C(=O)COc1ccc(Cl)cc1)c1nnc(C23CC4CC(CC(C4)C2)C3)s1,-18%,i,-1.2%,·,1%,8%,-2%,·
Cc1ccc(C)c(S(=O)(=O)N=Nc2c(O)[nH]c3ccccc23)c1,6%,8%,0.0%,-1%,10%,7%,3%,-7%
COc1ccc(N2CCN(C(=O)Cc3coc4cc(C)ccc34)CC2)cc1,-17%,-4%,-0.5%,-2%,-2%,2%,-16%,8%
O=C(N/C(=C/c1cccs1)C(=O)N1CCOCC1)c1cccs1,4%,i,-0.9%,4%,3%,31%,4%,-2%
CC1=CC(C)(C)N(C(=O)C(C)N2C(=O)c3ccccc3C2=O)c2ccc(C)cc21 (stereo not given),?,i,-2.7%,-2%,10%[38.3 µM],8%,-2%,-6%

Two compounds from above with just SMN2 splice up and NPSR antag:
mol,SMN2 splice up,NPSR antag
CCOc1ccccc1NC(=O)Cc1ccccc1OC,19%,-22%[46.1 µM]
CCN(CC(=O)Nc1cccc(S(N)(=O)=O)c1)Cc1nc2ccccc2c(=O)[nH]1,·,9%

Following part.
canonical_smiles,NPSR antag,RECQ1 inh,Epigenetic reg,KinaseGlo FLuc,IMPase Li cell,RGS12 GoLoco inh,JMJD2E inh,SMN2 splice up
O=[N+]([O-])c1ccc2c(c1Nc1ccccc1)=NC1(CCCCC1)N=2,-11%[46.1 µM],i,-0.9%,-10%,9%[38.3 µM],64%[activator],?,-12%
CCC(=O)N/N=C(\C)CC(=O)Nc1ccc2ccccc2c1,-4%[46.1 µM],-20%,1.3%,0%,4%[38.3 µM],-31%,?,2%
O=C(/C=C/c1ccco1)NCCCN1CCOCC1,1%,-3%,2.4%,-3%,9%,16%,-1%,1%
C[C@]12CCC3c4ccc(O)cc4CCC3C1CCC2OC(=O)CCC1CCCC1 (stereo not given in full),·,4%,0.0%,-4%,8%,5%,-1%,-1%
Cc1ccc(S(=O)(=O)N2CC3(C)CN(S(=O)(=O)c4ccc(C)cc4)CC(C)(C2)C3O)cc1 (stereo not given),1%[46.1 µM],i,-2.3%,2%,11%[38.3 µM],2%,3%,7%
CS(=O)(=O)N1CCN(c2ccc(NC(=S)NC(=O)c3ccccc3[N+](=O)[O-])cc2)CC1,24%,9%,5.0%,·,0%,8%,2%,·
CC1CCCC(C)N1C(=O)CSc1nnc(-c2cccs2)o1 (stereo not given),-4%[46.1 µM],1%,6.3%,-1%,17%[38.3 µM],0%,-6%,11µM*
Cc1ccccc1N(CC(=O)N/N=C/c1cc(C)n(-c2ccccc2C)c1C)S(C)(=O)=O,?,-1%,-2.7%,-2%,8%[38.3 µM],28%,?,-11%
COc1ccc(/C=C/C(=O)OCC(=O)Nc2ccc(N3CCOCC3)cc2)cc1OC,-1%,0%,0.0%,·,·,19%,i,·
COC(=O)c1ccc(COc2ccc(/C=N/N3CCN(C)CC3)cc2)cc1,1%,1%,-1.4%,-2%,30%,13%,-7%,5.6µM*
CCOC(=O)C1=C(C)NC(=O)CC1c1cc2c(cc1[N+](=O)[O-])OCO2 (stereo not given),-13%,0%,-6.2%,9%,27%,-35%,?,-18%
COc1ccc(C)cc1NC(=O)c1ccc(CN2CCN(c3ccccc3)CC2)cc1,-10%,-11%,-1.8%,1%,6%,-8%,-25%,10%
CCOC(=O)COc1nc(Nc2ccccc2C)nc(N(C)C)n1,-1%[46.1 µM],-13%,4.1%,2%,8%[38.3 µM],3%,5%,4%
Cc1noc(/C=C/N(C)C)c1S(=O)(=O)N(C)CC(=O)NC1CCCCC1,-14%[46.1 µM],-12%,-0.9%,2%,-1%,16%,-20%,14%
c1ccc2oc(-c3ccc(Nc4nc(N5CCCCC5)nc(N5CCOCC5)n4)cc3)nc2c1,-4%[46.1 µM],-12%,0.0%,2%,-7%[38.3 µM],2%,?,-12%
CN(C)CCCN1c2ccccc2C(C)(C)c2ccccc21,·,·,·,-1%[7.66 µM],6%,-1%[14.2 µM],·,-23%[9.22 µM]
CCOc1ccc(C(=O)Nc2nnn(CC)n2)cc1,2%[46.1 µM],-2%,-3.2%,·,·,·,8%,·
CCN(CC)CCCn1c(-c2ccccc2)nc2c(NCCOC)nc(C)nc21,·,0%,0.4%,-2%,8%,-1%,?,-1%
COC(=O)c1ccc(/C=N/Nc2nc(-c3ccccc3)cs2)cc1,16%[46.1 µM],8%,-1.8%,·,·,·,-9%,·
CC(c1ccccc1)N1CCc2[nH]c(=S)[nH]c(=O)c2C1 (stereo not given),-3%,i,3.3%,-2%,6%,3%,?,-9%
CC1=CC(C)(C)Nc2ccc(OC(=O)CN3C(=O)C4CCCCC4C3=O)cc21 (stereo not given),?,i,?,20%,21%[38.3 µM],0%,?,-13%
CCN(CC)S(=O)(=O)c1cccc(NC(=O)c2cc(=O)[nH]c3ccccc23)c1,16%,i,0.0%,1%,1%,10%,-4%,13%
CCN(CC)c1ccc(/C=C2\SC(=O)N(C(C)C)C2=O)o1,?,-9%,7.1µM*,·,·,82%[activator],-10%,·
CCCCc1ccc(NC(=O)N[C@@H](CC(C)C)C(=O)O)cc1,-5%[7.67 µM],0%,1.1%,·,·,10%,4%,·
COc1ccc(C(=O)C[n+]2ccc3c(c2)nc(-c2cc(OC)c(OC)cc2OC)n3C)cc1,-3%[46.1 µM],-5%,0.0%,3%,26%[38.3 µM],9%,9%,7%
O=C(NCCN1CCCCC1)Nc1ccccc1,-3%[46.1 µM],-3%,-3.8%,0%,31%[38.3 µM],-8%,-4%,0%
Cc1ccc(F)c(NC(=O)c2ccc(Cn3cc(Cl)cn3)cc2)c1,-33%,i,-1.9%[10.1 µM],-8%,26%,7%,-3%,4%
CC12CCC(C/C1=N/OC(=O)c1cccc([N+](=O)[O-])c1)C2(C)C (stereo not given),-22%,-1%,2.2%,-2%,13%,0%,2%,-6%
COc1ccc(NS(=O)(=O)c2ccc(NS(=O)(=O)c3ccc(C)cc3)cc2)nn1,-10%[46.1 µM],-2%,-1.1%,2%,11%[38.3 µM],7%,7%,-16%
CC1=C(C(=O)c2ccccc2)C(c2cn(-c3ccccc3)nc2-c2ccc(Cl)cc2)NC(=S)N1 (stereo not given),-23%[46.1 µM],-7%,-0.8%,·,·,·,0%,·
COc1ccc(C2CN=NC23CCCc2ccccc2C3=O)cc1 (stereo not given),-18%[46.1 µM],-8%,-1.2%,-2%,9%[38.3 µM],9%,-1%,-26%
COc1ccc(C(=O)Nc2cc3c(cc2C#N)OCO3)cc1S(=O)(=O)NCc1ccco1,-5%[46.1 µM],-11%,-0.2%,-3%,-8%[38.3 µM],0%,-2%,11%
O=C(NCc1cccs1)c1cc2ccccc2o1,-7%[46.1 µM],-4%,1.0%,8%,-10%[38.3 µM],1%,1%,7%
COc1ccc(C2c3ccc4ccccc4c3Oc3ncn(CCCO)c(=N)c32)cc1OC (stereo not given),?,1%,-4.9%,·,·,19%,?,·
N/C(=N\OC(=O)c1ccccc1)c1cccnc1,-4%,-10%,6.0%,?,-1%,2%,-38%,·
